PAFAH1B3 inh: blocks human PAF acetylhydrolase 1B catalytic subunit 3; recombinant PAFAH1B3, FP-rhodamine probe, fluorescence polarization; hit rate 0.28% among 340,000; Q15102; inhibition, % at 3.39 µM; AID 492972;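 active = inhibition above the screen-wide average of all tested compounds plus 3 SD, cut at about 25% in these data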;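 note: 0% = enzyme with DMSO only and 100% = wells lacking PAFAH1B3 protein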
PAFAH2 FP inh: PAFAH2 (human) inhibition. Q99487. recombinant PAFAH2, FP-rhodamine activity probe, fluorescence polarization. AID 492956. hit rate 0.99% among 340,000. inhibition, % at 3.39 µM;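 active = inhibition above the mean over all tested compounds plus 3 SD, cut at about 30% in these data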;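 note: inhibitors block probe labeling of enzyme so polarization drops; 0% = enzyme with DMSO and 100% = wells lacking PAFAH2 protein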
ZTA counter: blocks Epstein-Barr virus ZTA, an EBNA-1 counter-screen; ZTA-DNA binding, fluorescence polarization; inhibition, % at 11 µM; hit rate 0.15% among 320,000; AID 2234; in the data active = inhibition above about 33%
EBNA-1 inhibitor: blocks EBNA-1 binding to DNA; EBNA-1 DNA binding, fluorescence polarization; inhibition, % at 14.8 µM; hit rate 0.34% among 300,000; AID 1950; in the data active = inhibition above about 28%
LYPLA1 counter: LYPLA1 (human) inhibition in PME1 counter-screen; recombinant LYPLA1, FP-Rh probe fluorescence polarization; inhibition, % at 5.9 µM; hit rate 0.16% among 320,000; AID 2174;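 active = inhibition above the mean of all tested compounds plus 3 SD, set per campaign, cut at about 14% in these data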;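 note: inhibitors block serine hydrolase probe labeling of LYPLA1 so polarization falls; 0% = enzyme with DMSO and 100% = wells lacking LYPLA1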
Target sequence (O75608 whole entry, looked up): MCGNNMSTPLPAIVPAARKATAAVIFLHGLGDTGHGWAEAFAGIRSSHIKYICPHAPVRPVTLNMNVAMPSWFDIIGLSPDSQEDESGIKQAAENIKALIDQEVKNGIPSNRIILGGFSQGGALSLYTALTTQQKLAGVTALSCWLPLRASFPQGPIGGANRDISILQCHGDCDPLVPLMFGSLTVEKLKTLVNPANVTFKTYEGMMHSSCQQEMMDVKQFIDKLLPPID
PAD4 FP inh: inhibitors of human PAD4; hit rate 0.41% among 330,000; recombinant PAD4, RCA probe fluorescence polarization; Q9UM07; inhibition, % at 6.36 µM;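 active = percent inhibition above a cutoff equal to the mean of all tested compounds plus 3 SD, cut at about 15% in these data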;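 note: 0% = PAD4 with RCA probe and DMSO and 100% = probe without PAD4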
LYPLA2 counter: LYPLA2 (human) inhibition in PME1 counter-screen | hit rate 0.38% among 320,000 | inhibition, % at 5.9 µM | recombinant LYPLA2, FP-Rh probe fluorescence polarization | AID 2177;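 active = inhibition above the screen-wide mean plus 3 SD, limit set per campaign, cut at about 26% in these data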;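 note: 0% = LYPLA2 with DMSO and 100% = wells lacking LYPLA2 enzyme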
GSTO1 counter: counter-screen for RBBP9 inhibitors: inhibitors of human GSTO1. P78417. recombinant GSTO1, activity-based probe fluorescence polarization. hit rate 1.1% among 300,000. inhibition, % at 5.96 µM;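 active = inhibition above the campaign mean inhibition plus 3 SD, cut at about 35% in these data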;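 note: 0% = GSTO1-1 with DMSO and 100% = wells lacking GSTO1-1 enzyme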
PREPL inhibitor: inhibits the human prolyl oligopeptidase-like enzyme. recombinant PREPL, fluorescence polarization activity-based probe. hit rate 0.68% among 320,000. inhibition, % at 5.96 µM. AID 2751; in the data active = inhibition above about 43%;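 note: 0% = enzyme with DMSO and 100% = wells lacking enzyme; many of its hits are not listed in these tables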
Target sequence (Q4J6C6 whole entry, looked up): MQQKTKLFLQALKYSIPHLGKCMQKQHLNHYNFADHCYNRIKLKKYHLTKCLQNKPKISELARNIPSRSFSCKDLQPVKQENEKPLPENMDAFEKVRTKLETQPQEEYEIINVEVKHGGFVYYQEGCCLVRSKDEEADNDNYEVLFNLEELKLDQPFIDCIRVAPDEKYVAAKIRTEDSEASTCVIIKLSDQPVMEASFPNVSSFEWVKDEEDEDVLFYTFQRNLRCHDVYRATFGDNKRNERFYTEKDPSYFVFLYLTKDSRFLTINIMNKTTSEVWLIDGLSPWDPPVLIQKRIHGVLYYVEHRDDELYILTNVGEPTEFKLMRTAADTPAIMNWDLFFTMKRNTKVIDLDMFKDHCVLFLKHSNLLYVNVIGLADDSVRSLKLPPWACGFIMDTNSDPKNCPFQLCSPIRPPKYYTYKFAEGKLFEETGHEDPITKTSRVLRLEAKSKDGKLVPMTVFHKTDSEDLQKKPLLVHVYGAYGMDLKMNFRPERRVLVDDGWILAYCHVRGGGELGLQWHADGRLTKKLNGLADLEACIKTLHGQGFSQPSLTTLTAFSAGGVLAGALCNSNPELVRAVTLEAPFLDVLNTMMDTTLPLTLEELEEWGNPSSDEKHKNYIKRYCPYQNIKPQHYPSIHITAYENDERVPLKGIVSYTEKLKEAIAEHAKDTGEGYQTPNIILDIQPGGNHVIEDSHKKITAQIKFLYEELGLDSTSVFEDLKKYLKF
Numbers without * were called inactive; nt = no result given. Some of the compounds tested. The share of hits here may be higher or lower than overall.

(1) Nc1cccc(Oc2c(F)c(F)c(Oc3cccc(N)c3)c(F)c2F)c1
(2) O=C(CCNC(=O)c1ccccc1Cl)Nc1cccc(S(=O)(=O)N2CCCC2)c1
(3) Cc1c(C)c2ccc(OCC(=O)N3CC[C@@]4(O)CCCC[C@H]4C3)cc2oc1=O
(4) CCC(C)c1ccc(NC(=S)N2CCN(c3ccccn3)CC2)cc1 (configuration not stated)
(5) NS(=O)(=O)c1cccc(NC(=O)COC(=O)CN2C(=O)C3CC=CCC3C2=O)c1 (configuration not stated)
(6) CCN(CC)/C(=N\S(=O)(=O)c1ccc(F)cc1)c1ccccc1
(7) COc1ccc2c(CC(=O)NNC(=O)c3ccccc3F)coc2c1
(8) COc1ccc(C)cc1NS(=O)(=O)c1cn(C)nc1C
Compound,1,2,3,4,5,6,7,8
PAFAH1B3 inh,nt,9,8,7,10,2,11,8
LYPLA2 counter,0,1,7,6,-2,-1,nt,1
GSTO1 counter,12,nt,-10,-2,-6,-5,nt,10
PREPL inhibitor,4,13,13,4,17,-8,12,-1
PAD4 FP inh,0,-2,4,-2,-1,-5,1,-3
EBNA-1 inhibitor,-8,nt,1,1,-2,-13,nt,5
LYPLA1 counter,-5,0,-2,-2,0,2,nt,-1
ZTA counter,-6,1,-12,3,-23,1,nt,16
PAFAH2 FP inh,nt,-2,-5,-4,0,7,0,-5

Reprinted from the part before: four entries; new compounds follow.
(5) NS(=O)(=O)c1cccc(NC(=O)COC(=O)CN2C(=O)C3CC=CCC3C2=O)c1 (configuration not stated)
(6) CCN(CC)/C(=N\S(=O)(=O)c1ccc(F)cc1)c1ccccc1
(7) COc1ccc2c(CC(=O)NNC(=O)c3ccccc3F)coc2c1
(8) COc1ccc(C)cc1NS(=O)(=O)c1cn(C)nc1C
(9) COc1ccc(N2CCN(Cc3nc(N)nc(Nc4ccccc4OC)n3)CC2)cc1
(10) CCCCn1c(=O)[nH]c(=O)c2c1nc(-c1cc(Br)c(OCC)c(OC)c1)n2C
(11) Cn1ccnc1SCC(=O)c1cccc(Br)c1
(12) O=C(CCCNC(=O)c1ccc(Cl)cc1)Nc1cccc(F)c1
(13) COc1cc2c(cc1OC)CN(C(=O)c1cc(Cl)nc(Cl)c1)CC2
(14) Cn1c(CNc2ccccc2O)nc2ccccc21
(15) O=C(Nc1cccnc1)c1cc(-c2ccc(Cl)cc2Cl)on1
(16) O=C(CN1C(=O)COc2ccccc21)N1CCc2ccccc21
Compound,5,6,7,8,9,10,11,12,13,14,15,16
PAFAH1B3 inh,10,2,11,8,14,7,-1,0,5,7,0,4
LYPLA2 counter,-2,-1,nt,1,-5,-2,-3,6,2,0,0,6
GSTO1 counter,-6,-5,nt,10,-1,10,0,7,0,32,-1,6
PREPL inhibitor,17,-8,12,-1,8,2,-2,13,5,13,-9,9
PAD4 FP inh,-1,-5,1,-3,-4,7,-4,0,0,-5,-1,1
EBNA-1 inhibitor,-2,-13,nt,5,3,9,4,2,5,-6,1,5
LYPLA1 counter,0,2,nt,-1,-9,1,-2,1,-5,-1,4,4
ZTA counter,-23,1,nt,16,20,16,-14,-1,4,0,-2,-13
PAFAH2 FP inh,0,7,0,-5,9,2,-1,-9,-7,1,3,-4

Part of the list above with just LYPLA2 counter, PAFAH1B3 inh and PAD4 FP inh:
entry	Molecule	LYPLA2 counter	PAFAH1B3 inh	PAD4 FP inh
14	Cn1c(CNc2ccccc2O)nc2ccccc21	0	7	-5
15	O=C(Nc1cccnc1)c1cc(-c2ccc(Cl)cc2Cl)on1	0	0	-1

The results go on.
(17) Cc1ccc(S(=O)(=O)N2CCN(C(=O)Cc3ccc4c(c3)OCCO4)CC2)cc1C
(18) CC(C)CCNC(=O)Cn1cc2c(n1)CCCCC2
(19) CN1CCN(/C=N/c2c(C#N)cnn2-c2ccccc2)CC1
(20) O=C(CSc1nc2ccccc2n1CCc1ccccc1)NC1CC1
(21) Cc1ccc(N(C(C)C(=O)O)S(=O)(=O)c2c(C)n[nH]c2C)cc1 (configuration not stated)
(22) S=C(N/N=C/c1ccc2c(c1)OCO2)NC1CC2CCC1C2 (configuration not stated)
(23) CC1CCCN(C2(O)C(=O)Nc3c(C(F)(F)F)cccc32)C1 (configuration not stated)
(24) CC(NC(=O)c1cc(-c2ccncc2)nc2ccc(Cl)cc12)C1CCCO1 (configuration not stated)
Compound,17,18,19,20,21,22,23,24
PAFAH1B3 inh,-9,-1,-1,-2,7,nt,4,7
LYPLA2 counter,-1,-1,11,-7,0,-2,12,-3
GSTO1 counter,-2,2,-6,-2,-4,-15,4,3
PREPL inhibitor,3,-5,-6,-11,-6,5,-4,3
PAD4 FP inh,-4,1,-2,-1,0,-1,0,2
EBNA-1 inhibitor,-2,-3,10,-2,-12,0,1,2
LYPLA1 counter,-2,-2,-3,-2,1,-3,0,-5
ZTA counter,11,7,11,6,5,6,-3,13
PAFAH2 FP inh,-5,0,-1,-1,-1,nt,-2,3

2 entries picked at random from those above, as already listed:
(18) CC(C)CCNC(=O)Cn1cc2c(n1)CCCCC2
(23) CC1CCCN(C2(O)C(=O)Nc3c(C(F)(F)F)cccc32)C1 (configuration not stated)
Compound,18,23
PAFAH1B3 inh,-1,4
LYPLA2 counter,-1,12
GSTO1 counter,2,4
PREPL inhibitor,-5,-4
PAD4 FP inh,1,0
EBNA-1 inhibitor,-3,1
LYPLA1 counter,-2,0
ZTA counter,7,-3
PAFAH2 FP inh,0,-2

More results follow:
(25) O=C(COc1ccccc1Br)N1CCN(c2ccccc2)CC1
(26) O=C(O)/C(=C\C(=O)c1ccccc1)Nc1ccccc1
(27) CCN(CC(=O)N1CCCCCC1)S(=O)(=O)c1ccc(C)cc1
(28) O=C(NCC1CCCO1)C(=O)N/N=C/c1cc(Cl)ccc1O (configuration not stated)
(29) COc1ccc(CNC(=O)CN(c2ccc(C)cc2)S(=O)(=O)c2c(C)nn(C)c2C)cc1
(30) COC(=O)CNS(=O)(=O)c1ccc(C)cc1
(31) COc1ccc(OC)c(NC(=O)CCCNC(=O)c2ccc(Cl)cc2)c1
(32) CCC(C(=O)Nc1cc(C)nn1-c1nc(C)cc(C)n1)c1ccccc1 (configuration not stated)
Compound,25,26,27,28,29,30,31,32
PAFAH1B3 inh,6,nt,2,-3,6,1,10,0
LYPLA2 counter,2,-3,-5,-4,-1,1,-6,-1
GSTO1 counter,11,-4,2,10,-1,3,-2,-7
PREPL inhibitor,8,0,-2,6,0,-3,4,-2
PAD4 FP inh,-3,-3,-1,-1,0,-5,5,0
EBNA-1 inhibitor,-8,0,-5,-5,-16,11,-12,2
LYPLA1 counter,5,-1,4,-3,-1,0,0,1
ZTA counter,-12,8,-9,4,-5,2,6,12
PAFAH2 FP inh,5,nt,-1,0,-4,-3,2,5

Individual results from the entries so far:
compound 15 @ GSTO1 counter: -1
compound 18 @ LYPLA2 counter: -1
compound 22 @ EBNA-1 inhibitor: 0
compound 10 @ EBNA-1 inhibitor: 9
compound 31 @ GSTO1 counter: -2
compound 3 @ GSTO1 counter: -10
compound 30 @ GSTO1 counter: 3

Further compounds.
(33) Cc1ccccc1C(=O)N1CCC(C(=O)Nc2ccc(C)c(S(=O)(=O)N3CCCCC3)c2)CC1
(34) O=C(NCC1OCCc2ccccc21)C1COc2ccccc2O1 (configuration not stated)
(35) COc1ccccc1NC(=O)c1ccc(Cl)c(S(=O)(=O)N2CCOCC2)c1
(36) Nc1nc2ccc([N+](=O)[O-])c(N)c2s1
(37) O=C(CCS(=O)(=O)c1cccc2nsnc12)N1CCN(Cc2ccc3c(c2)OCO3)CC1
(38) CC(=O)Nc1ccc(SCC(=O)N(C)CC(=O)Nc2ccccc2Cl)cc1
(39) O=C(O)c1ccc(N=Nc2c(-c3ccccc3)[nH]oc2=O)cc1
(40) CC(CN1CCOCC1)OC(=O)c1ccccc1 (configuration not stated)
Compound,33,34,35,36,37,38,39,40
PAFAH1B3 inh,6,7,9,-3,10,5,4,-6
LYPLA2 counter,1,0,-6,6,8,nt,0,-10
GSTO1 counter,nt,-3,3,-1,-3,nt,-3,0
PREPL inhibitor,8,5,-6,17,16,10,8,14
PAD4 FP inh,-6,-3,-3,0,-2,12,0,-1
EBNA-1 inhibitor,nt,-1,-6,0,6,nt,12,-6
LYPLA1 counter,-5,1,-6,-3,0,nt,0,-4
ZTA counter,-13,7,5,1,3,nt,10,5
PAFAH2 FP inh,3,3,2,15,5,3,7,-6

(41) Cc1cnc(C(=O)OCC(=O)Nc2cc(Cl)ccc2C#N)cn1
(42) CC(C)C[C@H](NC(=O)OC(C)(C)C)C(=O)N1CCC(C(=O)N[C@@H](Cc2c[nH]c3ccccc23)C(=O)O)CC1
(43) Cc1cccc(C)c1NC(=S)N(CCCN1CCCCC1)Cc1ccco1
(44) C=CCNC(=O)c1ccccc1S(=O)c1ccccc1C#N (configuration not stated)
(45) Cc1ccc(-n2nc(C)c3c(C)c(CCC(=O)O)c(C)nc32)cc1C
(46) COc1ccc(C(CNC(=O)c2cccc(Br)c2)N2CCCC2)cc1 (configuration not stated)
(47) COC(=O)c1ccc(-c2noc(CN3CCCC(CNC(C)=O)C3)n2)cc1 (configuration not stated)
(48) CN1CCC(N(C)C(=O)NC2CCCCC2)CC1
(49) O=C(NCc1ccccc1CN1CCCC1)C1CCN(S(=O)(=O)c2ccc(F)c(F)c2)CC1
(50) O=C1Nc2cc3c(cc2Sc2ccccc21)OCCO3
(51) CCc1ccc(NC(=O)c2cc(C)on2)cc1
Compound,41,42,43,44,45,46,47,48,49,50,51
PAFAH1B3 inh,-4,11,11,1,2,-2,-1,-1,-2,1,1
LYPLA2 counter,nt,-1,7,-3,5,-1,-1,-7,-2,3,0
GSTO1 counter,nt,6,5,-1,-7,-7,-5,2,nt,-7,-1
PREPL inhibitor,5,1,11,8,1,11,-5,-5,5,16,3
PAD4 FP inh,-1,2,-1,0,2,-2,1,-6,2,3,0
EBNA-1 inhibitor,nt,18,-2,-13,0,-7,6,5,nt,11,8
LYPLA1 counter,nt,-3,4,-1,0,2,-1,-2,-5,-2,3
ZTA counter,nt,17,-6,-5,5,2,-4,4,-1,-2,-2
PAFAH2 FP inh,-6,-2,0,4,-6,-1,6,3,-4,1,-5

Screening results as filed in PubChem.
